aGlu spleen mod: qHTS Assay for Inhibitors and Activators of Human alpha-Glucosidase From Spleen Homogenate | Lysosomal alpha-glucosidase (Homo sapiens), P10253 | human spleen homogenate, 4-MU-alpha-glucoside fluorescence | hit rate 0.006% among 240,000 | Potency, µM (doses to about 79.9 µM), without a hit: top-dose activity change, negative = inhibition, usual class: inhibitors;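 further: 0% = enzyme with vehicle and -100% = no enzyme basal signal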
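AC50 values come from Hill-equation fits of concentration-response data, normalized to no-enzyme and full-activity controls. Enzyme source: 1 ug human spleen homogenate; 1 mM fluorogenic 4-MU glucoside, pH 5.0 citrate buffer, 37 C, 40 min.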
SMN2 splice up: qHTS Assay for Enhancers of SMN2 Splice Variant Expression | HEK293 SMN2-luciferase splicing reporter, luminescence, 30-36 h | hit rate 2.8% among 210,000 | Potency, µM (highest dose often 46.1 µM), for the others: at the top dose activity change, positive = activation, hits mostly activators; further: % of control where 0% means no effect; nearly all actives have a fitted effect of over 55% in size
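qHTS luciferase splicing reporter: luminescence rises when SMN2 exon 7 is included in transfected HEK293 cells. Compound exposure lasted 30-36 h at 37C, with 4.5 mM final sodium butyrate as control, followed by a ONE-Glo read.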
GLA spleen mod: qHTS Assay for Inhibitors and Activators of Human alpha-Galactosidase From Spleen Homogenate; AID 2107, 2009; Potency, µM (doses to about 80 µM), for inactives: at the top dose activity change, negative = inhibition, hits mostly inhibitors; hit rate 0.008% among 240,000; human spleen homogenate, 4MU-alpha-Gal fluorescence, 40 min; Alpha-galactosidase A (Homo sapiens), P06280;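 further: 0% = enzyme with vehicle and -100% = no enzyme basal signal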
Target sequence (P06280 32-429 limits assumed): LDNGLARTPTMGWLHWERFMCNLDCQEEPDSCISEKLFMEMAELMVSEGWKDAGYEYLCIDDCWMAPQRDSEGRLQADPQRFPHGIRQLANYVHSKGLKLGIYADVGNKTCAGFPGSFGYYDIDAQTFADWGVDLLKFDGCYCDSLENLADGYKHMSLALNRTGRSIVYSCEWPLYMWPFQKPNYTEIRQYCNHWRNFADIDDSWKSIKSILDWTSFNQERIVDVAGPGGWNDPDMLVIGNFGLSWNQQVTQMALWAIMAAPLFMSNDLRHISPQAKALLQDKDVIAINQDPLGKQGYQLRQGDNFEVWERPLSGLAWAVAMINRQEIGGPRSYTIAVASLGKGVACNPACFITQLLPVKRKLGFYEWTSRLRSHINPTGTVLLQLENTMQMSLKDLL
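Fluorogenic readout (Ex 365/Em 440 nm) of 4-methylumbelliferone released from 1 mM 4-MU-alpha-galactoside by spleen homogenate, 40 min at 37C, pH 5.0. Data normalized to no-enzyme and enzyme controls; Hill-equation AC50 from compound titrations.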
GAA inh: qHTS Assay for Inhibitors of Human alpha-Glucosidase as a Potential Chaperone Treatment of Pompe Disease | Lysosomal alpha-glucosidase (Homo sapiens), P10253 | purified human GAA, 4-MU-alpha-glucoside fluorescence | Potency, µM (highest dose often 76.9 µM), inactives show at the top dose activity change, negative = inhibition, actives largely listed as inhibitors | hit rate 0.005% among 200,000 | AID 1466, 2008;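 further: plate controls were uninhibited enzyme wells for no effect and no-enzyme background for full effect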
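Fluorescence at Ex 365/Em 440 nm from 4-methylumbelliferone reported enzyme activity after 20 min at room temperature. Reactions used 4 nM enzyme and 400 uM substrate at pH 5.0; curves fitted with the Hill equation.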
KDM4E inh: qHTS Assay for Inhibitors of Human Jumonji Domain Containing 2E (JMJD2E); Lysine-specific demethylase 4E (Homo sapiens), B2RXH2; JMJD2E catalytic domain, FDH-coupled NADH fluorescence (FDH is formaldehyde dehydrogenase); Potency, µM (doses to about 57.1 µM), inactives show top-dose activity change, negative = inhibition, usual class: inhibitors; hit rate 1.6% among 230,000; AID 2147, 2009; active means well fitted inhibition curve with a large enough effect, not every such curve was filed as active; inconclusive means small, poorly fitted or top-dose-only effect, or another doubt; inactive means no such curve, though single readings can be large or run the other way;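 further: 0% = wells with enzyme and -100% = buffer wells without enzyme; nearly all actives have a fitted effect of over 50% in size; many of its hits are not listed in these tables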
Target sequence (B2RXH2 1-337 limits assumed): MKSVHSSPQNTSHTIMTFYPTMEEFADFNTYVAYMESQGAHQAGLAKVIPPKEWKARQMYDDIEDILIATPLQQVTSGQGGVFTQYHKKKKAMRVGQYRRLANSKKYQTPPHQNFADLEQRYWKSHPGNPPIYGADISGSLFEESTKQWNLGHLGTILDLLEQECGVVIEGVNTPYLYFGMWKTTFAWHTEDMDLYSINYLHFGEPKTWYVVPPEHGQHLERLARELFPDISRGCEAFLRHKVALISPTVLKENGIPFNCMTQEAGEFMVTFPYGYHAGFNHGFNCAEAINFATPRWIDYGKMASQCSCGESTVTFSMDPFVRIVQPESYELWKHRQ
GoLoco inh red: qHTS Assay for Inhibitors of RGS12 GoLoco Motif Activity (Red Fluorophore); Gai1:RGS12 GoLoco peptide FP, rhodamine, 10 min; Guanine nucleotide-binding protein G(i) subunit alpha-1 (Homo sapiens), P63096; hit rate 0.44% among 230,000; Potency, µM (series often up to 61.6 µM), for the others: at the top dose activity, negative = inhibition, usual class: inhibitors; active means well fitted inhibition curve with a large enough effect, not every such curve was filed as active; inactive means no such curve, though single readings can be large or run the other way; further: on the % scale 0 is the no-effect control and ±100 the full control effect; nearly all actives have a fitted effect of over 30% in size; many of its hits are not listed in these tables
Target sequence (P63096 whole entry, looked up): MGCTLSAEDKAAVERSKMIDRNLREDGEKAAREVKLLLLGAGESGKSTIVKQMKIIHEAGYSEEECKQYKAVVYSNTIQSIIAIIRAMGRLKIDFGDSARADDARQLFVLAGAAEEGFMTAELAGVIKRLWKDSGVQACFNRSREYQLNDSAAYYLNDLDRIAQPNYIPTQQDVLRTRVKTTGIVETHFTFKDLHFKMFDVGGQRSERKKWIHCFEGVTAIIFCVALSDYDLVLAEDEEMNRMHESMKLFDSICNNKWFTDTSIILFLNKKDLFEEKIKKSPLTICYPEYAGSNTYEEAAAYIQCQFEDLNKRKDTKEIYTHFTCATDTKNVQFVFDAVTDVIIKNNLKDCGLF
ALDH1A1 inh: qHTS Assay for Inhibitors of Aldehyde Dehydrogenase 1 (ALDH1A1) | Purified ALDH1A1, NADH fluorescence, propionaldehyde substrate | Potency, µM (top dose mostly 75.3 µM), for inactives: at the top dose activity, negative = inhibition, actives largely listed as inhibitors | Aldehyde dehydrogenase 1A1 (Homo sapiens), P00352 | hit rate 7.3% among 220,000 | AID 1030, 2008; active means well fitted inhibition curve with a large enough effect, not every such curve was filed as active; inconclusive means small, poorly fitted or top-dose-only effect, or another doubt; inactive means no such curve, though single readings can be large or run the other way;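 further: plate controls were no enzyme wells and a reference inhibitor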
GAA glycogen: qHTS Assay for Inhibitors and Activators of Human alpha-Glucosidase Cleavage of Glycogen | Potency, µM (doses to about 76.4 µM), without a hit: at the highest dose activity change, negative = inhibition, hits mostly inhibitors | hit rate 0.38% among 300,000 | Lysosomal alpha-glucosidase (Homo sapiens), P10253 | recombinant GAA, glycogen substrate, Amplex Red glucose oxidase fluorescence;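 further: 0% = full enzyme reaction and -100% = no-enzyme basal signal; the screen sought inhibitors and activators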
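qHTS, 1536-well; enzyme 4 nM final; cpd up to 77 uM; substrate bovine liver glycogen 30 ug; 50 mM citrate/phosphate pH 5.0, 0.01% Tween-20; 37 C, 40 min; Amplex Red detection 45 min RT; Hill fit → AC50.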
Numbers without * were called inactive; u = inconclusive; x = not tested or not shown; [ ] = dose if it differs, or a comment. Unless noted, the call rests on the fitted dose curve; in most records, active means well fitted curve in the direction sought with a large enough effect; inconclusive means small, poorly fitted or top-dose-only effect, or another doubt; inactive means no such curve, though single readings can be large; an effect the other way counts as inactive or inconclusive. Potency means the concentration at half of the fitted maximal effect. Only part of the results is shown. The share of hits here may be higher or lower than overall.

SMILES | aGlu spleen mod | SMN2 splice up | GLA spleen mod | GAA inh | KDM4E inh | GoLoco inh red | ALDH1A1 inh | GAA glycogen
Cc1ccc(NC(=O)CSc2nnc(-c3n[nH]c4ccccc34)n2-c2ccccc2)c(C)c1 | -4.9% | -27.0% | -23.3% | -3.8% | -0.6% | 7.2% | 20µM* | 12.3%
CCN(CC)S(=O)(=O)c1cccc(-c2nnc(SCCCC(=O)c3ccccc3)o2)c1 | -3.0% | -33.5%[inhibitor] | 7.3% | -17.4% | 2.0% | -0.3% | -3.6% | -12.2%
Nc1nc2c(c(=O)[nH]1)C(c1cccc3ccccc13)C1=C(N2)c2ccccc2C1=O (stereo unspecified) | 2.4% | 3.8% | -2.5% | -21.8% | -7.5% | 0.5% | 3.16µM* | -8.9%
COc1ccc(OC)c(NC(=O)c2cccc(C)c2[N+](=O)[O-])c1 | 0.8% | 0.4% | -0.5% | 8.3% | 2.9% | 12.8% | u | 15.2%
COc1cccc(Nc2ccc(C(=O)O)cc2[N+](=O)[O-])c1 | 5.9% | -4.0% | 4.2% | 2.2% | -5.1% | 9.1% | -8.9% | -1.2%
CC(/C=N/NC(=O)c1cc(-c2ccc3ccccc3c2)n[nH]1)=C\c1ccco1 | -18.8% | 12.3% | 0.4% | 3.8% | u | 1.4% | -3.4% | -5.2%
CCOC(=O)C1C(=O)OC(C)(C)C1C(C)C(=O)c1ccc(OC)cc1 (stereo unspecified) | -8.2% | 7.0% | -3.7% | -4.5% | -11.3% | -5.3% | u | 6.2%
Oc1ccccc1CN(Cc1ccco1)CC(O)COCc1ccc(Cl)cc1 (stereo unspecified) | -11.1% | -25.6% | -0.2% | -6.8% | -1.6% | 4.8% | -12.6% | -8.4%
CCOc1ccc(N(CC(=O)N/N=C/c2cc([N+](=O)[O-])ccc2Cl)S(C)(=O)=O)cc1 | -1.8% | 5.8% | 1.6% | -13.5% | 0.5% | -7.4% | 4.6% | -9.1%
O=[N+]([O-])/C(=C\Nc1ccccc1)S(=O)(=O)c1ccccc1 | 2.2% | 7.9% | 3.7% | 4.7% | 4.5% | -10.0% | -7.0% | 2.9%
COc1ccccc1-n1c(SCC(=O)Nc2ccc3c(c2)OCO3)nc2c(c1=O)SCC2 | -4.1% | -3.3% | 2.5% | 0.9% | -2.5% | 13.5% | 20µM* | -2.7%
O=C(Cc1c(F)cccc1Cl)Nc1ccc(S(=O)(=O)NCC2CCCO2)cc1 (stereo unspecified) | -5.4% | -3.9% | -6.2% | 8.3% | 5.5% | -0.3% | -8.6% | 13.1%
CSc1ccccc1C(=O)Nc1ccc(C)c(C)c1 | -4.7% | u | -2.0% | -3.9% | 1.0% | 15.8% | -9.0% | -3.9%
c1ccc2c(c1)oc1c(N3CCN(Cc4ccc5c(c4)OCO5)CC3)ncnc12 | 0.8% | -67.2%[inhibitor] | -4.2% | -6.4% | -21.6% | 12.4% | -0.8% | 1.1%
CCOC(=O)C1(CC2CC2)CCN(C(=O)c2cccnc2C)CC1 | 4.8% | x | 10.5% | u | -14.8% | 17.5% | -0.9% | 11.8%
O=C(CSc1nc2nc3c(cc2c(=O)n1-c1ccccc1)CCCC3)Nc1cccc2ccccc12 | -11.2% | 13.4% | -15.1% | -9.7% | -0.6% | 6.4% | 7.94µM* | 9.3%
COc1ccc(N=C2SC(C(=O)Nc3ccc(F)cc3)CC(=O)N2C)cc1 (stereo unspecified) | 5.8% | x | -1.9% | u | u | 12.2% | 2.0% | 4.5%
CN(C)CCC(=O)c1ccc(F)cc1 | -3.8% | x | -7.0% | x | -0.1% | 2.8% | x | 1.4%
Cc1[nH]c(=S)[nH]c(=O)c1CCCO | 7.1% | x | 2.1% | 1.2% | u | 10.5% | -3.4% | -14.0%
COC(=O)c1ccccc1NC(=O)CN(C1CCCCC1)S(C)(=O)=O | -5.2% | u | -4.7% | -12.7% | u | 11.0% | u | -7.1%

Gathered by group: those above containing an NH in an aromatic ring.
SMILES | aGlu spleen mod | SMN2 splice up | GLA spleen mod | GAA inh | KDM4E inh | GoLoco inh red | ALDH1A1 inh | GAA glycogen
Cc1ccc(NC(=O)CSc2nnc(-c3n[nH]c4ccccc34)n2-c2ccccc2)c(C)c1 | -4.9% | -27.0% | -23.3% | -3.8% | -0.6% | 7.2% | 20µM* | 12.3%
Nc1nc2c(c(=O)[nH]1)C(c1cccc3ccccc13)C1=C(N2)c2ccccc2C1=O (stereo unspecified) | 2.4% | 3.8% | -2.5% | -21.8% | -7.5% | 0.5% | 3.16µM* | -8.9%
CC(/C=N/NC(=O)c1cc(-c2ccc3ccccc3c2)n[nH]1)=C\c1ccco1 | -18.8% | 12.3% | 0.4% | 3.8% | u | 1.4% | -3.4% | -5.2%
Cc1[nH]c(=S)[nH]c(=O)c1CCCO | 7.1% | x | 2.1% | 1.2% | u | 10.5% | -3.4% | -14.0%

Next section
SMILES | aGlu spleen mod | SMN2 splice up | GLA spleen mod | GAA inh | KDM4E inh | GoLoco inh red | ALDH1A1 inh | GAA glycogen
COC(=O)CNC(=O)CNC(=O)Nc1ccccc1 | -3.0% | 20.3% | -2.8% | -9.4% | 0.8% | -0.5% | 8.4% | -2.0%
CCOCCCn1c(SCC(=O)NC(C)C)nc2ccccc2c1=O | 0.6% | -0.6% | -0.4% | -8.8% | -0.7% | 0.9% | 2.9% | 1.8%
COc1ccc(C)cc1NC(=O)COCC(=O)O | -3.8% | 13.9% | -1.9% | 0.8% | -5.3% | -5.9% | -2.7% | -0.3%
CC1CC2(C)Oc3ccccc3C3OCC1(CO)C(C)C32 (stereo unspecified) | -7.6% | 5.3% | -9.0% | -7.2% | 3.9% | 4.1% | -7.1% | -1.5%
COc1ccc(C2(NC(C)=O)CCN(C(=O)c3ccco3)CC2)cc1 | -1.8% | x | 2.4% | 8.0% | 2.6% | x | -1.0% | -11.1%
CC(=O)Nc1ccc(NS(=O)(=O)Cc2ccccc2)cc1 | 5.0% | -2.8% | 0.6% | -0.5% | 5.9% | 0.7% | -0.2% | -16.7%
Cc1ccccc1-n1c(=O)c2ccccc2n2c(=O)[nH]nc12 | -2.6% | 9.3% | 7.9% | -5.8% | 11.9% | -4.6% | 6.5% | 5.9%
O=C(CCS(=O)(=O)c1ccccc1)Nc1ccc(-c2nc3ccccc3s2)c(O)c1 | 4.2% | 2.51µM* | 9.7% | 1.1% | -12.1% | 11.3% | -3.2% | 1.8%
COc1ccc(-c2cc(C(=O)NCCN3CCOCC3)c3ccccc3n2)cc1 | 4.6% | -5.9% | 15.3% | -1.5% | u | 3.8% | u | 5.1%
Cc1ccc(NC(=S)N2CCOCC2)c(C)c1 | -4.0% | u | 3.1% | -3.1% | 2.4% | -1.9% | 1.7% | 7.0%

Overlap with the part before: 2 compounds; new compounds follow.
SMILES | aGlu spleen mod | SMN2 splice up | GLA spleen mod | GAA inh | KDM4E inh | GoLoco inh red | ALDH1A1 inh | GAA glycogen
COc1ccc(-c2cc(C(=O)NCCN3CCOCC3)c3ccccc3n2)cc1 | 4.6% | -5.9% | 15.3% | -1.5% | u | 3.8% | u | 5.1%
Cc1ccc(NC(=S)N2CCOCC2)c(C)c1 | -4.0% | u | 3.1% | -3.1% | 2.4% | -1.9% | 1.7% | 7.0%
Cc1ccnc2nc(C(=O)Nc3nnc(-c4ccccc4)o3)nn12 | -11.6% | u | -2.6% | -0.4% | 13.4% | 14.5% | 8.1% | 1.3%
CNCC(O)COc1cccc(OC)c1 (stereo unspecified) | x | -6.6% | 6.9% | 6.1% | 34.4%[activator] | 5.1% | -13.2% | -10.5%
O=C(CCC1CCCN(C(=O)c2ccsc2)C1)N1CCN(c2ccccn2)CC1 (stereo unspecified) | 2.9% | x | 7.8% | x | u | -2.1% | x | 4.5%
CSc1ccccc1NS(=O)(=O)c1ccccc1 | 1.0% | u | -4.6% | -8.3% | 0.7% | 4.6% | 8.91µM* | 7.9%
Cc1cc(Cl)ccc1OCC(=O)Nc1nc(-c2cccs2)cs1 | 0.2% | -9.5% | -14.4% | -4.7% | 2.5% | 10.9% | 9.5% | -11.4%
CN(Cc1ccccc1)C(=O)CN(C1CCCCC1)S(C)(=O)=O | 3.5% | -5.5% | 9.2% | -0.8% | -2.7% | 4.2% | 11.2% | -8.9%
Cc1nc2sc(C(c3cccs3)N3CCOCC3)c(O)n2n1 (stereo unspecified) | -8.6% | 1.0% | 0.8% | 5.1% | -3.6% | 3.5% | -2.7% | -4.2%
CCCCS(=O)CC(COC)OC(=O)c1ccccc1 (stereo unspecified) | -1.6% | 12.7% | 1.9% | -0.2% | 7.3% | -6.6% | 8.1% | -1.2%
O=C(c1ccccc1Cl)N(Cc1ccc(Cl)c(Cl)c1)N1C(=O)CCCC1=O | -5.3% | x | -1.8% | x | -3.2% | -4.0% | u | -9.7%
CC(C)(C)C(=O)Nc1cc(S(=O)(=O)Nc2ccc(Cl)cc2)ccc1O | 3.9% | x | 2.3% | 6.1% | 4.0% | 8.7% | -3.6% | -6.5%
Cc1nn(C)c(C)c1S(=O)(=O)N1CCCC(C(=O)NCCc2ccc(Cl)cc2)C1 (stereo unspecified) | 2.5% | -16.8% | -3.3% | -8.3% | 1.0% | 1.6% | 6.5% | 0.8%
COc1ccc(CNC(=O)c2nnn(Cc3ccc(OC)cc3)c2N)cc1 | -6.1% | 4.7% | -3.1% | 4.7% | -3.1% | 10.2% | 4.8% | 0.7%
O=c1nc2s/c(=C\c3ccco3)c(=O)n2nc1Cc1ccccc1 | -11.2% | -3.2% | 1.8% | -20.9% | 15.8µM* | 22.5% | u | 1.4%
CC(C)(C)C1CCC(=NNC(=S)Nc2cccnc2)CC1 (stereo unspecified) | -2.1% | -5.1% | -1.1% | 2.5% | -1.7% | 9.3% | u | 2.9%

High-throughput results as filed in PubChem BioAssay.
